APP 5'UTR act: activates APP 5'UTR luciferase reporter; activation, % at 2 µM; hit rate 1% among 190,000; SH-SY5Y APP 5'UTR luciferase reporter, luminescence; zero percent = DMSO vehicle wells;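 active = activation above a set limit, based on mean plus 3 SD of controls, cut at about 140% in these data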; note: values of inactives mirror those of a sister screen read the other way
Diaphorase inh: inhibits diaphorase or chemically oxidizes, flagging diaphorase assay artifacts | diaphorase resazurin-to-resorufin fluorescence, NADH, 16 min; bacterial (C. kluyveri) enzyme, not human | inhibition, % at 20 µM | hit rate 0.69% among 190,000 | AID 1217;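 active = primary screen inhibition at 20 µM above a set limit, cut at about 50% in these data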;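 note: plate controls were DMSO with full reaction for no effect and wells lacking NADH for full effect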
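Test system: diaphorase enzyme from Clostridium kluyveri; amount: diaphorase at 0.14 U/mL in enzyme working solution; detection: fluorescence of resorufin formed from resazurin, Ex 544/Em 590 nm; times: reaction incubation of 16 min at room temperature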
STAT1 activator: STAT1 signaling activation. NIH 3T3 STAT1-luciferase reporter, IFN-gamma, luminescence; 100% = IFN-gamma alone, no compound. activation (% of control), % at 5.5 µM. hit rate 2.6% among 200,000. AID 932;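 active = activation above the screen-wide mean activation plus 3 SD, cut at about 130% in these data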;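 note: raw ratio to IFN-gamma control signal so 100% means no change and 0% no light; values of inactives mirror those of a sister screen read the other way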
G6PDH CS: L. mesenteroides G6PDH inhibition counter-screen; Purified L. mesenteroides G6PDH, diaphorase/resazurin coupled fluorescence, 45 min; inhibition, % at 5 µM; hit rate 0.12% among 200,000; AID 1020; in the data active = inhibition above about 50%
TLR4 MyD88 comp: blocks binding of human TLR4 to MyD88; hit rate 0.18% among 200,000; inhibition, % at 8.4 µM; HeLa CL3-4 TLR4/MyD88 BLA complementation, FRET ratio; O00206+Q99836; in the data active = inhibition above about 25%;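 note: 0% = vehicle and 100% = reference inhibitor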
APP transl inh: APP translation inhibition. SH-SY5Y APP 5'UTR-luciferase reporter, luminescence. inhibition, % at 2 µM. hit rate 0.82% among 190,000. AID 1285;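 active = inhibition above a set limit, derived from the sample mean plus 3 SD, cut at about 45% in these data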; note: values of inactives mirror those of a sister screen read the other way
FLuc inh counter: counter-screen for luciferase assay inhibitors: firefly luciferase inhibition. hit rate 1.5% among 200,000. AID 1006. ATPLite firefly luciferase biochemical luminescence, 10 min. P08659. inhibition, % at 10 µM;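 active = inhibition above about 50% when tested at 10 µM, limit read from the data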
Target sequence (P08659 whole entry, looked up): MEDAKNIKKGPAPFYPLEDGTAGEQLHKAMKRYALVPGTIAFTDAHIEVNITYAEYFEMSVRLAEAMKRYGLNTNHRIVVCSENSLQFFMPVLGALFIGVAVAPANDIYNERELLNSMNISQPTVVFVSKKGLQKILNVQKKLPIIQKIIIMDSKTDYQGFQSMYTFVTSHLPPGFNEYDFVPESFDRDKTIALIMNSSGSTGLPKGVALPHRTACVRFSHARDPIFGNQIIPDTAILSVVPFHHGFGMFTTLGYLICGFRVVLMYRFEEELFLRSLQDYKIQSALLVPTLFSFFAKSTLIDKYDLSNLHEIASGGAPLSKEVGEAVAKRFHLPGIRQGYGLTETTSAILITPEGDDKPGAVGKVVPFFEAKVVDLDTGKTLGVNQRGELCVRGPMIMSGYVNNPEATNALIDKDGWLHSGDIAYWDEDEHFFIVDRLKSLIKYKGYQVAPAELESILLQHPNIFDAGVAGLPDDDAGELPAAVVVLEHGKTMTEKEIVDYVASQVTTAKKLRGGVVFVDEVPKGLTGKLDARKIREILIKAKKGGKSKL
NF-kB neuron act: NF-kB expression increase, human neuronal cells; NF-kB reporter expression; hits give high values; fold change at 12.5 µM; hit rate 1.6% among 190,000; AID 1239; in the data active = fold change above about 3.3
FLuc stim CS: firefly luciferase counter-screen for stimulation assays. P08659. ATPlite luciferase biochemical, luminescence, 10 min; 0 = ATP-free wells, 1 = DMSO control. activation factor at 10 µM. 200,000 tested, under 10 active. AID 1027;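 active = luciferase activation factor, scaled between plate controls, of at least 2 with compound at 10 µM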
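Material: Luciferase/luciferin reagent mix; Doses: test compounds dosed from 2 mM stocks in 100% DMSO; Schedule: 10 min incubation after luciferase reagent addition, room temperature; Measured by: luminescence from luciferase reaction; Read-out: luminescence gain marking luciferase activators.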
Diaphorase act: diaphorase activation or chemical reduction counter-screen | Diaphorase/resazurin coupled assay, resorufin fluorescence, 16 min; hits give high values; 1 = vehicle wells, 0 = NADH-free wells | activation factor at 20 µM | hit rate 0.005% among 190,000;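 active = diaphorase activity raised at least twofold by the compound at 20 µM; inactive = activation factor below 2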
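Assay system: bacterial diaphorase enzyme (C. kluyveri) / Input: enzyme 0.07 U/mL final / Medium: 50 mM HEPES pH 7.4 with 4.542 mM MgCl2, 0.005% Tween 20 / Doses: single compound dose of 20 µM, 1% DMSO final / Incubation: 16 min enzyme reaction, ambient temperature / Signal: fluorescence, excitation 544 nm and emission 590 nm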
* marks the source's active call; other numbers are inactive results; x = not tested or not shown.

SMILES	APP 5'UTR act	Diaphorase inh	STAT1 activator	G6PDH CS	TLR4 MyD88 comp	APP transl inh	FLuc inh counter	NF-kB neuron act	FLuc stim CS	Diaphorase act
Cc1cccc(OCc2nnc(SCC(=O)Nc3sc(C)c(C)c3C#N)n2C)c1	4	9	93	3	-3	-4	-7	0.85	1.1	0.9
COc1ccc(S(=O)(=O)NC(C)C(=O)Nc2ccccc2C(F)(F)F)cc1 (centres undefined)	14	10	97	1	3	-14	-9	1.1	1.1	0.9
OC1(c2ccccc2Cl)NN=C2CCCCCN21 (centres undefined)	-19	-2	96	0	-7	19	-6	1.5	1.1	1
COc1cccc(-n2c(=O)c3cc(OC)c(OC)cc3n(CC(=O)Nc3cc(C)[nH]n3)c2=O)c1	-14	4	92	6	-17	14	-2	1.2	1	1
COc1ccc(CN2CC(C(=O)NCc3ccc4c(c3)OCO4)CC2=O)cc1 (centres undefined)	-9	3	100	4	14	9	-8	1.1	1.1	1
COCCNC(=O)CSc1ccccc1C(=O)NCC1CCCCC1	0	1	98	3	-6	0	-2	1.3	1	1
CC(C)NS(=O)(=O)c1ccc(CCC(=O)N2CCOCC2)cc1	16	15	89	4	18	-16	-1	1.1	1	0.8
Cc1cc(O)ccc1N/C=C/c1onc(C)c1[N+](=O)[O-]	162*	17	135*	4	6	-162	2	2.6	1	0.8
CCCCCC(=O)NCC(C)NC(=O)CCCCC (centres undefined)	17	-8	101	8	-12	-17	-9	1.2	1.1	1.1
Cc1ccsc1C1Nc2ccccc2C(=O)N1O (centres undefined)	-2	-13	86	11	-8	2	2	1.4	1	1.1
O=C(O)c1ccc(N2C(=O)/C(=C/c3ccc(-c4ccc([N+](=O)[O-])cc4)o3)C=C2c2ccccc2)cc1	-19	57*	101	2	9	19	6	1.1	0.9	0.4
CCCCc1ccc(S(=O)(=O)NNC(=S)NCc2ccco2)cc1	-1	5	103	-2	2	0	-2	1.2	1	0.9
CCNC(=O)CSc1nnc(-c2cc(-c3ccc(Cl)cc3)nc3ccccc23)o1	-10	10	89	-23	-14	10	-2	0.8	1	0.9
CCO/C(C)=N/n1c2nc3ccccc3nc2c2c(=O)n(Cc3ccccc3Cl)c(C)nc21	-2	29	103	7	4	2	3	1	1	0.7
CC(C)N1CCC(=NNc2ccc(S(=O)(=O)N3CCOCC3)cc2[N+](=O)[O-])CC1	-14	7	91	7	0	14	-3	1	1	0.9
CCC(=O)NC(=S)Nc1ccc(S(=O)(=O)N2CCN(C)CC2)cc1	-3	9	102	8	-5	3	-5	1.1	1	0.9
C[C@]12CCC(=O)C[C@@H]1CC[C@@H]1[C@@H]2CC[C@]2(C)C=CC[C@@H]12	-9	10	x	14	x	9	-1	x	1	0.9
CC(C)(C)c1ccccc1OCC(=O)Nc1ncn[nH]1	0	-8	98	0	15	0	-6	1	1.1	1.1
Cc1ccc(-c2nnc(SCc3nc(N)nc(Nc4ccccc4C)n3)n2N)cc1	-5	13	107	-1	11	5	3	1.1	1	0.9
COc1ccccc1OCC(=O)Nc1cccc(-c2nc3ccccc3o2)c1	29	15	128	0	3	-29	12	2.3	0.9	0.8

Looked up one by one from the list above, two records:
SMILES	APP 5'UTR act	Diaphorase inh	STAT1 activator	G6PDH CS	TLR4 MyD88 comp	APP transl inh	FLuc inh counter	NF-kB neuron act	FLuc stim CS	Diaphorase act
COc1cccc(-n2c(=O)c3cc(OC)c(OC)cc3n(CC(=O)Nc3cc(C)[nH]n3)c2=O)c1	-14	4	92	6	-17	14	-2	1.2	1	1
COc1ccccc1OCC(=O)Nc1cccc(-c2nc3ccccc3o2)c1	29	15	128	0	3	-29	12	2.3	0.9	0.8

Additional results follow:
SMILES	APP 5'UTR act	Diaphorase inh	STAT1 activator	G6PDH CS	TLR4 MyD88 comp	APP transl inh	FLuc inh counter	NF-kB neuron act	FLuc stim CS	Diaphorase act
CC1Cc2ccccc2N1C(=O)CCNS(=O)(=O)c1ccc2c(c1)CCC(=O)N2 (centres undefined)	5	-4	102	6	0	-5	-1	0.96	1	1
CNC(=S)Nc1cccc(C(=O)O)c1	-15	4	95	-2	12	16	-3	1.1	1	1
C=CCn1c(COc2ccc(Cl)cc2)nnc1SCC(=O)N/N=C/c1ccccc1	11	16	99	4	15	-11	-3	1.1	1	0.8
C[C@H](NC(=O)OC(C)(C)C)c1nnc(SCC(=O)Nc2ccc(Br)cc2)o1	11	-1	96	-3	4	-11	3	0.97	1	1
Cc1c(-c2ccccc2)nc2ccccc2c1C(=O)Oc1ccc([N+](=O)[O-])cc1	24	17	96	-3	-4	-24	-7	0.81	1.1	0.8
O=C(CCC(=O)c1ccc(F)cc1)Nc1cccc(C(F)(F)F)c1	28	11	106	13	4	-28	-9	1.2	1.1	0.9
Cc1cc2cc(CNC(=O)c3ccc4c(c3)OCO4)ccc2n1C	-5	2	95	-26	-8	5	0	0.98	1	1
CC1(C)Oc2ccc3ccc(=O)oc3c2/C(=C/NC2CCCCC2)C1=O	4	22	99	1	-6	-4	-4	1.2	1	0.8
COc1ccc2nc(N3CCOCC3)cc(C)c2c1	114	13	120	4	4	-114	45	5*	0.6	0.9
CS(=O)(=O)N1CCC(C(=O)N2CCN(c3cccc(Cl)c3)CC2)CC1	7	9	99	-6	-7	-7	-7	1.2	1.1	0.9
N#CC1=C(N)NC(SCc2ccc(Br)cc2)=C(C#N)C12CCCCC2	9	22	100	-4	1	-10	-9	1	1.1	0.8
CCn1nc(NC(=O)c2cccs2)c2cc3ccccc3nc21	35	26	105	12	-5	-34	-3	0.63	1	0.7
CC(=O)Nc1ccc(S(=O)(=O)NNC(=O)c2cccc3ccccc23)cc1	-2	6	92	-8	0	2	-3	1.1	1	0.9
Cc1ccc2c(O)c(C)c(=O)[nH]c2n1	4	-16	105	17	-8	-4	1	0.94	1	1.2
O=C(O[C@@H]1Cc2c(O)cc(O)cc2O[C@@H]1c1cc(O)c(O)c(O)c1)c1cc(O)c(O)c(O)c1	x	74*	x	5	x	x	1	x	1	0.3
CC1=C(C(=O)Nc2ccccc2)C(c2ccco2)C(C#N)=C(SCc2ccccc2)N1 (centres undefined)	-21	19	100	3	7	21	-6	1.3	1.1	0.8
CCOC(=O)C1=NN(c2ccccc2)C2(S1)SC(C(C)=O)=C(C)N2c1ccccc1 (centres undefined)	-20	18	97	5	18	20	-7	0.89	1.1	0.8
COc1cccc(C(=O)Nc2cnn(C(C)C)c2)c1	57	4	125	0	13	-57	23	2.1	0.8	1
COc1ccc(/C=N/Nc2nonc2N)cc1	11	3	114	-2	2	-11	7	1.7	0.9	1
Cc1cc(-c2nnc3n2CCCCC3)c(C)n1-c1ccccc1	-6	2	99	11	5	6	-2	1.2	1	1
CCOC(=O)N/N=C(/C)c1ccc(N2C(=O)C3CCCCC3C2=O)cc1 (centres undefined)	3	2	95	10	-7	-3	-3	1.1	1	1
O=C(NC1CCS(=O)(=O)C1)/C(=C\c1ccccc1)NC(=O)c1ccccc1 (centres undefined)	-5	8	106	-9	9	5	-5	0.96	1.1	0.9
O=C(CSc1ccc2c(c1)OCCO2)Nc1ccc(N2CCOCC2)cc1	-13	28	98	4	6	13	-4	1.2	1	0.7
O=C(NCc1ccc(Cl)cc1)C(=O)NCC1OCCN1S(=O)(=O)c1cccs1 (centres undefined)	11	9	102	13	3	-11	-12	1.4	1.1	0.9
Cc1cc(C)cc(OCC(=O)Nc2ccccc2N2CCCCC2)c1	-1	15	101	-4	3	1	-4	0.88	1	0.8
O=C(Cc1cccc(C(F)(F)F)c1)NCc1ccc(Cl)cc1Cl	15	10	98	1	8	-15	2	0.89	1	0.9
O=C(NCC1CCCO1)c1ccc(NC(=O)C2CC=CCC2C(=O)O)cc1 (centres undefined)	10	6	94	2	-5	-10	-1	1.1	1	0.9
O=C(NCCCn1ccnc1)C(=O)Nc1ccccc1	7	9	113	21	-5	-7	-8	1.3	1.1	0.9
CN1CCN(C2=C(Cl)C(=O)N(CCc3ccccc3)C2=O)CC1	23	24	107	-12	22	-23	-1	1.7	1	0.8
CCN1CCc2nc(NC(=O)CC(c3ccccc3)c3ccccc3)sc2C1	23	-16	100	16	5	-23	-11	1	1.1	1.2
COC(=O)Cc1ccc(NC(=O)c2ccc(C)c(C)c2)cc1	21	9	133*	12	-8	-21	38	3.9*	0.6	0.9
COc1cccc(C(=O)Nc2cccc(OC(C)=O)c2)c1	24	-4	105	-1	-8	-24	10	2.5	0.9	1
OCC1CCCN(C2CCN(Cc3nc(Cc4cccc(C(F)(F)F)c4)no3)CC2)C1 (centres undefined)	-5	10	104	9	9	5	-7	1.1	1.1	0.9
CCOc1cc2c(cc1OC)C(NC(=O)C(F)(F)F)CC2=O (centres undefined)	x	12	98	-1	0	x	-7	1.1	1.1	0.9
COc1cc(/C=N\Nc2nc3ccccc3[nH]2)cc(OC)c1OC	2	-18	85	8	-8	-2	22	0.54	0.8	1.2
Cc1nc(SCC(=O)Nc2ccnc3ccccc23)n[nH]1	-8	1	99	2	-4	8	-4	0.75	1	1
CN(C)c1ccc(-c2n(C)c3ccccc3[n+]2C)cc1	x	12	83	-1	-3	x	2	0.73	1	0.9
O=C(c1ccc(-c2ccccc2)cc1)N1CCN(c2nc3ccccc3o2)CC1	10	2	90	11	-24	-10	-2	1	1	1
CN(C)/N=C/c1ccc(P(c2ccc(/C=N/N(C)C)o2)c2ccc(/C=N/N(C)C)o2)o1	-3	20	98	-2	-2	3	-5	0.98	1.1	0.8
Oc1cc2c(cc1CN1CCN(c3cccc(C(F)(F)F)c3)CC1)CCC2	-7	19	96	1	4	8	2	1	1	0.8
CCOC(=O)N1CCN(S(=O)(=O)c2ccc(OCC(=O)OC)c(C)c2)CC1	-16	21	93	-10	1	16	-6	0.96	1.1	0.8
O=C1c2ccccc2S(=O)(=O)N1Cc1nnc(-c2ccccc2Br)o1	-8	10	91	-2	3	8	-3	1	1	0.9
c1ccc2c(c1)CCCn1nnnc1-2	9	2	107	-4	-1	-9	-3	1	1	1
CC(C)c1nnc(NC(=O)C2CCCN2C(=O)Nc2ccccc2F)s1 (centres undefined)	-6	-3	118	22	-8	6	1	1.2	1	1
CCOc1cc(NC(=O)c2cccs2)c(OCC)cc1NC(=O)c1ccco1	0	15	102	2	21	0	-8	1.2	1.1	0.8
Cc1ccc2nc(-c3ccc(NC(=O)CN4CCN(C(=O)c5ccco5)CC4)cc3)sc2c1	149*	33	128	5	-9	-149	35	4.4*	0.6	0.7

Sorted by SMILES length (highest first): part of the list above
SMILES	APP 5'UTR act	Diaphorase inh	STAT1 activator	G6PDH CS	TLR4 MyD88 comp	APP transl inh	FLuc inh counter	NF-kB neuron act	FLuc stim CS	Diaphorase act
Cc1ccc2nc(-c3ccc(NC(=O)CN4CCN(C(=O)c5ccco5)CC4)cc3)sc2c1	149*	33	128	5	-9	-149	35	4.4*	0.6	0.7
O=C1c2ccccc2S(=O)(=O)N1Cc1nnc(-c2ccccc2Br)o1	-8	10	91	-2	3	8	-3	1	1	0.9
CC(C)c1nnc(NC(=O)C2CCCN2C(=O)Nc2ccccc2F)s1 (centres undefined)	-6	-3	118	22	-8	6	1	1.2	1	1

Bioassay records as filed in PubChem.

Hits appear at their usual frequency, and some 5.6% of all compounds hit somewhere here.
